# pPAFAH FP inh: pPAFAH enzyme inhibitors, primary screen, biochemical, fluorescence polarization, human | recombinant pPAFAH, FP-rhodamine probe fluorescence polarization | inhibition, % at 3.39 µM | Platelet-activating factor acetylhydrolase (Homo sapiens), Q13093 | 1.5% of 330,000 active;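 active means inhibition above the mean inhibition across the screen plus 3 SD, cut at about 25% in these data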;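 further: inhibitors block binding of the rhodamine activity-based probe so polarization drops; 0% = enzyme with DMSO and 100% = wells lacking pPAFAH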
# Target sequence (Q13093 whole entry, looked up): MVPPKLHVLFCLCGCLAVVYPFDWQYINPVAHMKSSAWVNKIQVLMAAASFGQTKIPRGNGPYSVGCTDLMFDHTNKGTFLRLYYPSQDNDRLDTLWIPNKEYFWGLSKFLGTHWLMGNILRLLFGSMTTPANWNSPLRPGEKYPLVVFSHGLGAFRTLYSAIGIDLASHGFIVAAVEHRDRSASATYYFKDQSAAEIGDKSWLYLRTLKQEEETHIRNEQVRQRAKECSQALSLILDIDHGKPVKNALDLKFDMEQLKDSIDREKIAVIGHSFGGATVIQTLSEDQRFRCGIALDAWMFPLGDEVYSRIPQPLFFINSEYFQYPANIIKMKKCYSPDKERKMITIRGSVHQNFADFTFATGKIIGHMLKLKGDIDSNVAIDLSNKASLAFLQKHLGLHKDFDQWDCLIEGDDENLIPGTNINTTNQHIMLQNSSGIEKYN
# LYPLA2 counter: LYPLA2 inhibitors, primary screen, counter-screen for PME1 inhibitor project, biochemical, fluorescence polarization, FP-Rh probe ABPP; Acyl-protein thioesterase 2 (Homo sapiens), O95372; recombinant LYPLA2; inhibition, % at 5.9 µM; 0.38% of 320,000 active; AID 2177, 2009;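 active means inhibition above the screen-wide mean plus 3 SD, limit set per campaign, cut at about 26% in these data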;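 further: 0% = LYPLA2 with DMSO and 100% = wells lacking LYPLA2 enzyme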
# LYPLA1 counter: LYPLA1 inhibitors, primary screen, counter-screen for PME1 inhibitor project, biochemical, fluorescence polarization, FP-Rh probe ABPP. 0.16% of 320,000 active. AID 2174, 2009. Acyl-protein thioesterase 1 (Homo sapiens), O75608. recombinant LYPLA1. inhibition, % at 5.9 µM;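 active means inhibition above the mean of all tested compounds plus 3 SD, set per campaign, cut at about 14% in these data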;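 further: inhibitors block serine hydrolase probe labeling of LYPLA1 so polarization falls; 0% = enzyme with DMSO and 100% = wells lacking LYPLA1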
# GSTO1 counter: inhibitors of recombinant GSTO1, primary screen, counter-screen for RBBP9 inhibitor project, biochemical, fluorescence polarization. activity-based probe fluorescence polarization. inhibition, % at 5.96 µM. 1.1% of 300,000 active. AID 1974, 2009;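 active means inhibition above the campaign mean inhibition plus 3 SD, cut at about 35% in these data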;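 further: 0% = GSTO1-1 with DMSO and 100% = wells lacking GSTO1-1 enzyme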
# Target sequence (P78417 whole entry, looked up): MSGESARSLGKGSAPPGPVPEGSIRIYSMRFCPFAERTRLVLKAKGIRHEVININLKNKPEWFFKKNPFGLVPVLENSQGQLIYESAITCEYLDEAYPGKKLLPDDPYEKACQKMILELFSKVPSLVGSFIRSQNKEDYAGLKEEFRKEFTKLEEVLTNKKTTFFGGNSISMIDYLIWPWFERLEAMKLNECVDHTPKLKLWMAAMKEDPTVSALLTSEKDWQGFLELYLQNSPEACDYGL
# PAFAH1B2 FP inh: PAFAH1B2 enzyme inhibitors, primary screen, biochemical, fluorescence polarization, human; Platelet-activating factor acetylhydrolase IB subunit alpha2 (Homo sapiens), P68402; recombinant PAFAH1B2, FP-rhodamine activity probe; inhibition, % at 3.39 µM; 1.2% of 340,000 active; AID 492953, 2010;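 active means inhibition above the mean of all tested compounds plus 3 SD, cut at about 24% in these data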;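 further: 0% = enzyme with DMSO and 100% = wells lacking PAFAH1B2; many of its hits are not listed in these tables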
# PAD4 inh: human PAD4 inhibitors, primary screen, biochemical, fluorescence polarization, 1536-well format. Protein-arginine deiminase type-4 (Homo sapiens), Q9UM07. 0.41% of 330,000 active. recombinant PAD4, RCA probe fluorescence polarization. inhibition, % at 6.36 µM;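 active means percent inhibition above a cutoff equal to the mean of all tested compounds plus 3 SD, cut at about 15% in these data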;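 further: 0% = PAD4 with RCA probe and DMSO and 100% = probe without PAD4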
# PAFAH2 FP inh: PAFAH2 enzyme inhibitors, primary screen, biochemical, fluorescence polarization, human; Platelet-activating factor acetylhydrolase 2, cytoplasmic (Homo sapiens), Q99487; recombinant PAFAH2, FP-rhodamine activity probe; inhibition, % at 3.39 µM; 0.99% of 340,000 active; AID 492956, 2010;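 active means inhibition above the mean over all tested compounds plus 3 SD, cut at about 30% in these data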;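 further: inhibitors block probe labeling of enzyme so polarization drops; 0% = enzyme with DMSO and 100% = wells lacking PAFAH2 protein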
# PME-1 inh: PME-1 inhibitors via competitive probe labeling, primary screen, biochemical, fluorescence polarization, FP-Rh probe, HTS; inhibition, % at 5.9 µM; 0.53% of 320,000 active; recombinant PME-1; AID 2130, 2009; Protein phosphatase methylesterase 1 (Homo sapiens), Q9Y570;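 active means inhibition above the campaign mean of all compounds plus 3 SD, cut at about 26% in these data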;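 further: competitive labeling of PME-1 active site by serine hydrolase directed probe; 0% = PME-1 with DMSO and 100% = wells lacking PME-1 enzyme; inhibitors block probe labeling so polarization falls and inhibition rises; many of its hits are not listed in these tables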
# PAFAH1B3 inh: PAFAH1B3 enzyme inhibitors, primary screen, biochemical, fluorescence polarization, human; inhibition, % at 3.39 µM; recombinant PAFAH1B3, FP-rhodamine probe; AID 492972, 2010; 0.28% of 340,000 active;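 active means inhibition above the screen-wide average of all tested compounds plus 3 SD, cut at about 25% in these data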;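 further: 0% = enzyme with DMSO only and 100% = wells lacking PAFAH1B3 protein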
# Target sequence (Q15102 whole entry, looked up): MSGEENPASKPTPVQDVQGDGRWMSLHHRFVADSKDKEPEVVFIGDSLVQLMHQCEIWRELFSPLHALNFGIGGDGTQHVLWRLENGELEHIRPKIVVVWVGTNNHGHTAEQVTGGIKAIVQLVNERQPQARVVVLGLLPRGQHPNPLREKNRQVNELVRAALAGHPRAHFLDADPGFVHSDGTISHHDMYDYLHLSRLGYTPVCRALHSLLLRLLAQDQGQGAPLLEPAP
# Active calls of the source: *; / = no result given.
canonical_smiles	pPAFAH FP inh	LYPLA2 counter	LYPLA1 counter	GSTO1 counter	PAFAH1B2 FP inh	PAD4 inh	PAFAH2 FP inh	PME-1 inh	PAFAH1B3 inh
Cc1[nH]nc2c1C(c1ccsc1)C(C#N)=C(N)O2 (stereo not given)	2	-3	-2	7	11	2	-4	1	9
Oc1[nH]c2c(Cl)cc(Cl)cc2c1N=NC(=S)NCC1CCCO1 (stereo not given)	16	-2	-1	51*	5	-3	4	5	11
COc1cccc2cc(C(=O)NCC3CCCO3)c(=O)oc12 (stereo not given)	-5	4	3	21	2	2	-7	-12	4
COc1ccc(C=NNc2ccc(S(=O)(=O)Nc3ccccc3C(=O)O)cc2[N+](=O)[O-])c(OC)c1	63*	/	/	/	34*	3	56*	/	29*
COc1ccccc1/C=C/C=N/n1c(-c2ccco2)n[nH]c1=S	17	-9	-1	-19	2	1	11	5	5
C#CCOc1nc(OCC#C)nc(OCC#C)n1	1	-3	-5	1	6	-3	-7	-5	2
Cc1c(O)ccc(C(=O)CN2CCN(Cc3ccccc3)CC2)c1O	-1	-1	1	-7	5	-1	1	-2	3
O=Cc1ccc(-n2cc(C=O)c3ccccc32)cc1	6	9	-3	-3	4	-4	-5	2	-6
O=C(N/N=C/C=C/c1ccccc1[N+](=O)[O-])c1ccncc1	0	-9	0	0	-3	-4	28	-1	9
N#Cc1ccc(C(=O)OCCCc2cc3ccccc3c(=O)o2)cc1	1	9	1	/	2	-2	3	0	2
Cc1cccc(C)c1OCC(=O)N/N=C/c1cccnc1	2	1	2	16	0	5	-9	2	-1
CC(=O)Cn1c(CN2CCCCC2)nc2ccccc2c1=O	4	9	-3	1	6	1	1	1	8
CCOc1ccc2[nH]c3c(c2c1)CNCC3	4	-1	2	6	2	-1	0	5	3
C=CCn1c(=NC(=O)c2sc3ccccc3c2Cl)sc2cc(S(N)(=O)=O)ccc21	6	-19	-4	-6	-12	-15	-2	-32	-11
COc1cc(NC(=O)COC(=O)CSc2cc(C)ccc2C)c(C)cc1[N+](=O)[O-]	12	0	3	2	3	-1	-6	0	-4
CCSc1nn2c(=O)c3ccccc3nc2s1	3	5	-2	7	2	-3	7	1	8
COc1ccc(OC)c(-n2c(SCC(=O)N3CCc4ccccc43)nc3c(c2=O)SCC3)c1	7	-1	-2	3	6	0	16	3	2
c1ccc(-c2nnc(-c3ccccc3)o2)cc1	-3	6	0	2	0	3	-5	0	1
CC(=O)c1ccc(N2CCN(C(=O)CCNC(=O)Cn3ccc4ccccc4c3=O)CC2)cc1	-1	4	-1	-4	-1	-2	3	9	6
Cc1ccc(C(=O)NC(N2CCCC2)C(Cl)(Cl)Cl)cc1 (stereo not given)	-2	-8	-3	1	1	0	3	-3	7
CCOc1ccc(C(=O)NCC(C)CN(C)C)cc1OCC (stereo not given)	0	-2	-2	7	-4	11	-2	1	-4
Cc1ccc(S(=O)(=O)N2CCN(S(C)(=O)=O)CC2)cc1	1	-4	-1	-1	2	1	-8	2	0
Cc1c(NC(=O)Nc2cc(Cl)ccc2Cl)c(=O)n(-c2ccccc2)n1C	0	0	-5	4	-3	0	3	5	0
COc1ccc2cc3cc(C(=O)NCCN4CCN(c5ccccc5F)CC4)oc3nc2c1	-1	1	-7	-1	5	-2	12	-1	2
CCN(CC)C(=O)CSc1nc2c(sc(=S)n2-c2ccccc2)c(=O)[nH]1	3	8	2	0	2	-7	-5	-3	8
COc1ccc(-c2cc3nc(C)cc(C)n3n2)cc1	-5	1	-4	-8	2	0	2	3	14
CCOC(=O)c1sc(C)c2c1NC1(CCCCCC1)NC2=O	-1	1	0	-13	2	-5	-4	-4	2
O=S(=O)(c1ccc(OC(F)(F)F)cc1)N1CCC(O)(c2cccc(C(F)(F)F)c2)CC1	2	-13	-12	7	2	4	-6	-11	11
Cc1nc(/C=[N+](\[O-])C(C)(C)/C=N/O)n(O)c1C	6	-5	-4	1	-1	1	-1	-3	7
Cc1ccc(C)c(S(=O)(=O)NC(CCC(N)=O)C(=O)O)c1 (stereo not given)	5	0	-3	0	4	1	-1	1	4
O=C1NC(SCCCF)=N/C1=C/c1ccc(-n2cncn2)cc1	-2	-4	1	0	0	0	-4	-19	5
CCOCc1cc(C2NC(=O)NC(C)=C2C(=O)OCC)ccc1OC (stereo not given)	3	10	5	-8	0	4	0	8	10
CCOc1ccc(CCNC(=O)COC(=O)COc2ccc(Cl)cc2)cc1OCC	26*	0	-5	2	4	2	-4	-10	7
CC(=O)Nc1ccc(NC(=O)C2CCCCC2C(=O)O)cc1 (stereo not given)	-1	6	4	5	2	7	-1	-7	-4
COC(=O)c1[nH]c2cc(OC)c(OC)cc2c1NC(=O)c1cccc(OC)c1	5	-1	-1	-9	1	-2	-1	5	3
CC(NC(=O)COC(=O)CCc1ccc(S(=O)(=O)N2CCOCC2)cc1)C1CC2CCC1C2 (stereo not given)	9	3	-1	0	15	-4	-9	6	11
CCOc1ccc(CN2CCCC(N3CCN(c4ccc(OC)cc4)CC3)C2)cc1 (stereo not given)	2	1	2	0	2	9	-2	2	0
N/C(=N\c1nc2c(c(=O)[nH]1)CCC2)Nc1ccccc1	3	3	1	1	5	0	1	-4	-2
COc1ccc(N2CCN(c3ccc(Cl)nn3)CC2)cc1	12	-3	-1	6	4	-2	0	1	-1
COc1ccc(C(=O)OCC(=O)N2CCOCC2)cc1S(=O)(=O)N1CCOCC1	-1	3	-1	/	-7	0	1	-8	0
COc1cccc(CNC(=O)c2ccc(C)c(S(=O)(=O)N3CCOCC3)c2)c1	6	5	2	-1	7	-2	2	5	5
C/C(N)=C(/C#N)C(=O)COC(=O)c1cc(-c2ccccc2)nc2ccc(Br)cc12	2	-1	-3	-6	/	1	/	-5	/
O=S(=O)(c1ccc(Cl)cc1)N1CCC(O)(c2cccnc2)CC1	4	6	1	6	17	-3	4	-2	-1
Cc1nc(Cc2nnc(SC(C)C(=O)N3c4ccccc4NC(=O)C3(C)C)o2)cs1 (stereo not given)	0	1	-1	/	-5	0	-5	3	8
Cc1c(NS(=O)(=O)c2ccc(Cl)c(C(=O)OC(C)C(=O)N3CCOCC3)c2)c(=O)n(-c2ccccc2)n1C (stereo not given)	2	0	0	1	4	1	-9	0	4
O=C(Nc1cccnc1)c1ccc(S(=O)(=O)N2CCCCCC2)cc1	5	-3	3	5	0	-1	-2	0	-3
COc1ccc(C(=O)OCC(=O)c2cc(OC)ccc2OC)c(OC)c1	-1	-8	-2	4	-3	-4	0	0	6
Nc1cc(=O)[nH]c(SCc2nnc(-c3ccccc3)o2)n1	2	5	4	2	8	1	-3	1	12
COc1ccc(/C=C/C(=O)Nc2ccccc2C(F)(F)F)cc1	4	3	-1	-4	-6	0	0	1	-9
COc1ccc(C/C(O)=C(\C#N)c2nc3ccccc3[nH]2)cc1OC	1	3	2	1	0	0	-8	1	8

# Going on with the list.
canonical_smiles	pPAFAH FP inh	LYPLA2 counter	LYPLA1 counter	GSTO1 counter	PAFAH1B2 FP inh	PAD4 inh	PAFAH2 FP inh	PME-1 inh	PAFAH1B3 inh
O=C(c1ccco1)N1CCN(C(=O)c2sccc2-c2ccccc2)CC1	11	7	-1	-3	4	-3	4	5	5
CCCCNc1ccc(S(N)(=O)=O)cc1[N+](=O)[O-]	8	4	1	3	/	-2	/	-3	/
Cc1c(C(=O)N2CCN(C(=O)c3ccccc3)CC2)oc2ccc(F)cc12	10	4	2	/	-2	4	2	7	-2
CN1CCN(c2nc(-c3ccccc3)nc3c2oc2ccccc23)CC1	1	-2	0	-5	3	2	11	-14	4
CC(C)c1ccc(/C=C2\SC(=O)N(CC(=O)NC3C=CS(=O)(=O)C3)C2=O)cc1 (stereo not given)	18	6	0	-3	5	1	4	0	-6
Cc1nc2ccccc2n1C1CCN(CC(=O)Nc2ccccc2Br)CC1	-2	-3	-4	-9	-6	1	0	14	0
CC1CCCN(CCOCCOc2ccccc2-c2ccccc2)C1 (stereo not given)	-2	-9	-4	3	1	-6	8	7	0
O=c1[nH]c2ccc(S(=O)(=O)NCCO)cc2[nH]1	4	3	-1	2	2	-5	-10	-3	0
CCN(CC)CCN1C(=O)c2oc3ccccc3c(=O)c2C1c1ccc(F)cc1 (stereo not given)	0	6	1	12	4	4	6	-5	2
COc1cccc(O)c1CN1CCC(C(=O)Nc2ccc(Oc3cccnc3)cc2)CC1	0	5	3	0	-4	3	-8	0	0
Cc1ccc2sc(N(CCCN(C)C)C(=O)c3ccc(Br)s3)nc2c1C	1	-1	0	2	6	-1	-10	-1	1
Cc1cccc(NC(=O)c2ccc3nc(N4CCOCC4)sc3c2)c1C	-4	2	-3	1	-2	2	3	1	0
CC[C@]12c3[nH]c4ccccc4c3CCN1C(=O)C(CC(=O)NCc1ccco1)C[C@@H]2C(=O)N1CCN(C(=O)c2ccco2)CC1 (stereo not given in full)	-3	/	/	/	-4	-1	-3	/	-3
COC(=O)C1=C(C)NC=C([N+](=O)[O-])C1c1ccc(OC)cc1 (stereo not given)	-1	-1	-1	7	3	-3	3	-7	3
CCc1[nH]nc2c1C1(CCOC1C)C(C#N)=C(N)O2 (stereo not given)	-7	3	-1	-4	1	1	-1	-5	8
O=C(CSc1ncccn1)NN=C1CCCCCCC1	7	-6	1	12	3	-5	5	-9	3
CCC1NC(=S)NC(C)=C1C(=O)c1ccccc1 (stereo not given)	1	8	0	29	9	-2	6	0	0
O=C(NCCc1cn2ccsc2n1)C1CCCCC1	0	0	-2	6	5	0	3	0	6
CCCN(CC(=O)Nc1ccccc1C)C(=O)c1ccc(-c2ccc(C(C)=O)cc2)o1	3	-4	3	-2	0	-6	-3	0	0
Cc1ccc(S(=O)(=O)Nc2ccccc2CNc2ncc(Br)cc2Br)cc1	0	-13	-8	-6	-5	-4	-15	-16	-12
Cc1ccc(NS(=O)(=O)c2ccc3[nH]c(=O)[nH]c3c2)c(C)c1	28*	-4	0	3	-5	-1	-5	-2	-2
O=C(CC12CC3CC(CC(C3)C1)C2)NCc1ccc(F)cc1	0	0	4	1	6	4	2	-2	9
Cc1ccccc1CS(=O)(=O)Cc1ccc(C(=O)NCCCN2CC(C)CC(C)C2)o1 (stereo not given)	12	3	2	13	6	-1	-4	1	5
CCOc1nc(NCCO)nc(Nc2cc(Cl)ccc2OC)n1	5	8	5	3	-6	-3	-3	1	1
Cn1cccc1C(C#N)c1cccc(F)c1C#N (stereo not given)	3	1	-2	5	5	0	0	8	-2
Cc1ccc(CNC(=O)CSCc2ccccc2F)cc1	4	4	2	10	4	-1	7	-6	5
Cc1nc(SCc2nc3ccccc3[nH]2)c2oc3cc([N+](=O)[O-])ccc3c2n1	4	/	/	/	9	5	15	/	9

# An excerpt (hit frequency here may not be typical).
